Screening results deposited in PubChem by National Center for Advancing Translational Sciences (NCATS).
AMA1-RON2 inh: disrupts binding of P. falciparum AMA1 to RON2; AlphaScreen AMA1-biotinylated RON2 peptide binding; Potency, µM (highest dose often 58.2 µM), inactives show top-dose activity change, negative = inhibition, usual class: inhibitors; hit rate 0.2% among 360,000;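 also: potency is read from the fitted curve at half-maximal effect; 0% = vehicle wells and -100% = peptide control; nearly all actives have a fitted effect of over 45% in size; some results filed as inactive show a strong effect at the top dose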
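AMA1 (3D7) with his tag at 25 nM final met compounds first, then biotinylated RON2 peptide at 25 nM; detection used donor plus acceptor beads, 10 µg/mL apiece, read by AlphaScreen after 30 min at room temperature.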
AmpC detergent: AmpC beta-lactamase inhibition with detergent present; P00811; AmpC hydrolysis of nitrocefin, absorbance 480 nm, 0.01% Triton; Potency, µM (highest dose often 114 µM), without a hit: at the highest dose activity change, negative = inhibition, actives largely listed as inhibitors; hit rate 0.041% among 370,000; AID 485294;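 also: potency is read from the fitted curve at half-maximal effect; 0% = no-compound wells and -100% = no-enzyme wells; nearly all actives have a fitted effect of over 25% in size; some results filed as inactive show a strong effect at the top dose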
Target sequence (P00811 whole entry, looked up): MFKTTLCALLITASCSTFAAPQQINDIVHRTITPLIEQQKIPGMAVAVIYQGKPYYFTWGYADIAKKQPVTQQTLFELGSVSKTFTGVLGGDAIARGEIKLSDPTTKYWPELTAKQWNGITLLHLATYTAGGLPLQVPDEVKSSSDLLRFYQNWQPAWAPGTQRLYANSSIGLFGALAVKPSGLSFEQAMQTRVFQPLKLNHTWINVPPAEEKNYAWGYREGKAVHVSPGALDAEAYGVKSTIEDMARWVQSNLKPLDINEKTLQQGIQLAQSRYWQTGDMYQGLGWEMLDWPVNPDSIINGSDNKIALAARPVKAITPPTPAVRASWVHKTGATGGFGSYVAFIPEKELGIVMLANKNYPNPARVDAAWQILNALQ
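20 mM phosphate pH 7.0 + 0.01% (detergent screen) or 0.0001% Triton X-100; 5.3 nM AmpC reagent; cpd preinc 15 min RT; nitrocefin (800 uM stock) to start; A480 q20 s × 4 min; Activity was normalised to no-enzyme and no-compound control wells.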
HCMV antiviral: human cytomegalovirus inhibition. hit rate 4.5% among 410,000. HFF cells, HCMV-luciferase reporter, 72 h; active compounds read low. activity change, negative = inhibition, % at 57.5 µM. AID 1259415; in the data active = activity change below about -60%; inconclusive = no clear call, values can overlap the other calls; inactive = above about -39%
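Two-dose cell screen: HFF monolayers treated with compounds and infected with luciferase-expressing HCMV at 1 PFU/cell, 72 h at 37C, then lysed for luciferase measurement.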
Sm TGR inh: blocks Schistosoma mansoni thioredoxin glutathione reductase. Potency, µM (top dose mostly 114 µM), without a hit: at the top dose activity change, negative = inhibition, usual class: inhibitors. Q962Y6. purified TGR, DTNB reduction, TNB absorbance 405 nm. AID 485364. hit rate 3% among 360,000; also: potency is read from the fitted curve at half-maximal effect; nearly all actives have a fitted effect of over 60% in size
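First, TGR (20 nM dispensed) and NADPH were mixed with compound. Second, a 15 min room-temperature incubation followed. Third, further NADPH and then DTNB were added to start the reaction. Finally, TNB absorbance was monitored kinetically.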
Tb PYK inh: blocks Trypanosoma brucei pyruvate kinase; TbPYK enzyme, Kinase-Glo Plus ATP luminescence, 45 min; Potency, µM (series often up to 76.8 µM), inactives show at the top dose activity, negative = inhibition, usual class: inhibitors; hit rate 0.12% among 410,000; AID 624173; also: potency is read from the fitted curve at half-maximal effect; nearly all actives have a fitted effect of over 50% in size
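Luminescence from Kinase-Glo Plus, added after a 45-minute room-temperature reaction, served as the end-point read-out. The enzyme and substrate were preincubated with compound before ADP (130 uM final) initiated turnover. Concentration-effect curves came from normalized qHTS data.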
LmPK inhibitor: inhibitors of Leishmania mexicana pyruvate kinase. Potency, µM (titrated, usually from 57.5 µM), for the others: top-dose activity change, negative = inhibition, hits mostly inhibitors. Q27686. purified LmPK, Kinase-Glo ATP luminescence, 1 h. hit rate 0.37% among 290,000. AID 1721; also: potency is read from the fitted curve at half-maximal effect
Target sequence (Q27686 whole entry, looked up): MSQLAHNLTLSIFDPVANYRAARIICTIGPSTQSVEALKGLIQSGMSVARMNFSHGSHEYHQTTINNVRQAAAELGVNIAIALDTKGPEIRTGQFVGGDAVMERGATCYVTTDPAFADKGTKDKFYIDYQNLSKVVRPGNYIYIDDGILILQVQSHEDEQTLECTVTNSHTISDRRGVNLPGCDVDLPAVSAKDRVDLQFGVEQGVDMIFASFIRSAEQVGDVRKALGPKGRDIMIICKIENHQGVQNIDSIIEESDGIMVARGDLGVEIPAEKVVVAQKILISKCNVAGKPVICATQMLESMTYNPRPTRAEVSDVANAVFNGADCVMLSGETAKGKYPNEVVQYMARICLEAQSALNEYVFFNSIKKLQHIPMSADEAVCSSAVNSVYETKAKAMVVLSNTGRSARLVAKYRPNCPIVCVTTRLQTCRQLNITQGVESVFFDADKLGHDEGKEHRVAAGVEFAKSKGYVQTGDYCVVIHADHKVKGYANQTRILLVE
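Pyruvate kinase activity monitored as ATP production (luciferase luminescence). Conditions: 0.1 nM enzyme, 0.5 mM PEP, 0.1 mM ADP, 1 h, RT; normalized against uninhibited and no-enzyme wells.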
AmpC inh no detg: inhibitors of E. coli AmpC beta-lactamase without detergent | P00811 | AmpC nitrocefin hydrolysis, absorbance 480 nm, 0.0001% Triton | Potency, µM (series often up to 57.1 µM), inactives show top-dose activity change, negative = inhibition, usual class: inhibitors | hit rate 0.52% among 330,000 | AID 485341;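 also: potency is read from the fitted curve at half-maximal effect; plate controls were no compound for no effect and no enzyme for full effect; nearly all actives have a fitted effect of over 20% in size; some results filed as inactive show a strong effect at the top dose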
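AmpC (5.3 nM in the dispensed reagent) in 20 mM phosphate pH 7.0 with 0.01% (detergent screen) or 0.0001% Triton X-100 was preincubated with compounds for 15 min at room temperature. Nitrocefin was then added from an 800 uM solution, and hydrolysis was followed at 480 nm.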
Starred values were filed as active, the others as inactive; ? = inconclusive; · = not tested or not shown; & = joins results of further samples; [ ] = another dose, or the depositor's remark. Unless noted, calls follow the shape of the dose curve; as a rule, active = well fitted curve in the direction sought with a large enough effect; inconclusive = small, poorly fitted or top-dose-only effect, or another doubt; inactive = no such curve, though single readings can be large; an effect the other way counts as inactive or inconclusive. Unless noted, % is scaled to controls: 0 for no effect and ±100 for the full control effect. Compounds as they come. Share with any hit: about 7.4%.

SMILES	AMA1-RON2 inh	AmpC detergent	HCMV antiviral	Sm TGR inh	Tb PYK inh	LmPK inhibitor	AmpC inh no detg
COc1cc(Nc2cccc(-c3ccccc3)n2)cc(OC)c1OC	-3%	·	14	·	-9%	·	·
COc1ccc(OC)c(NC(=O)c2cc(S(=O)(=O)N3CCCC3)cn2C)c1	0%	?	14	-12%	1%	7%	14%
COc1ccc(CNC(=O)c2cc(=O)c3ccccc3o2)cc1	0%	-7%	-5	-1%	5%	0%	1%
COc1ccc(N(C(=O)c2cccc(OC)c2OC)C2C=CS(=O)(=O)C2)c(OC)c1 (stereo not drawn)	15%	-8%	21	1%	2%	2%	4%
N#Cc1ccc(OCc2c(-c3ccccc3)nnn2CC(=O)O)cc1	-2%	·	-17	·	1%	·	·
CCOC(=O)CNC(=O)CSc1nnc(-c2ccccc2)c(-c2ccccc2)n1	-12%	0%	-30	-4%[57.1 µM]	-3%	-6%	44%
O=C(Cc1ccccc1)N1N=C(c2ccncc2)CC1(O)C(F)(F)F (stereo not drawn)	13%	0%	-31	3%	-4%	-5%	-13%
Cc1cccc2c(C(=O)n3cccn3)cc(-c3ccccc3Cl)nc12	-19%	-1%	77	8%	-6%	4%	-16%
CC(C)(C)Nc1nc(N)nc(Cl)n1	-3%	-6%	-31	-11%	5%	1%	-4%
Nc1ccncc1Cl	14%	?	-12	-4%	8%	1%	0%
Cc1cc(C)n(CC(=O)O)c(=O)c1[N+](=O)[O-]	10%	8%	-26	40µM*	-11%	0%	-20%
S=C1NC[C@H](CC2CCCCC2)N1CCCCC1CCCCC1	8%	4%	9	3%	1%	0%	-19%
Cc1nnc(NC(=O)c2ccc(-c3ccc([N+](=O)[O-])cc3)o2)s1	2%	?	-2	?	0%	6%	-26%
CCOc1ccc(CCNC(=O)CCCc2cc(-c3ccc(OCC)cc3)on2)cc1	·	1%	-19	8%	-1%	·	·
COc1ccc(-c2c(C)[nH]n3c(=O)c(Cc4ccccc4)c(C)nc23)cc1OC	44%[activator]	-1%	-24	1%	-6%	0%	46%
CC1(C)Cc2c(C#N)c(SCC(=O)c3ccccc3)nc(N3CCOCC3)c2CS1	-18%	?	18	-21%	6%	0%	-1%
Cc1[nH]c2ccccc2c1C(=O)CN1CCN(c2ccc(Cl)cc2)CC1	-3%	-3%	-13	-20%	-6%	4%	-20%
CCC(=O)Oc1ccc(C2Nc3ccccc3-c3nnc(SC)nc3O2)cc1 (stereo not drawn)	·	0%	-5	2%	-1%	·	·
O=C(CC[C@H]1O[C@@H](n2ccc(=O)[nH]c2=O)[C@H](O)[C@@H]1O)NCC1CCCO1 (stereo partly drawn)	-1%	·	7	·	3%	·	·
COC1=CC2C3Cc4ccc(OC)c(O)c4C2(CCN3C)CC1=O (stereo not drawn)	-3%	2%	0	-20%	-5%	·	-19%

Nothing new here: 14 of the compounds above.
SMILES	AMA1-RON2 inh	AmpC detergent	HCMV antiviral	Sm TGR inh	Tb PYK inh	LmPK inhibitor	AmpC inh no detg
O=C(Cc1ccccc1)N1N=C(c2ccncc2)CC1(O)C(F)(F)F (stereo not drawn)	13%	0%	-31	3%	-4%	-5%	-13%
Cc1cccc2c(C(=O)n3cccn3)cc(-c3ccccc3Cl)nc12	-19%	-1%	77	8%	-6%	4%	-16%
CC(C)(C)Nc1nc(N)nc(Cl)n1	-3%	-6%	-31	-11%	5%	1%	-4%
Nc1ccncc1Cl	14%	?	-12	-4%	8%	1%	0%
Cc1cc(C)n(CC(=O)O)c(=O)c1[N+](=O)[O-]	10%	8%	-26	40µM*	-11%	0%	-20%
S=C1NC[C@H](CC2CCCCC2)N1CCCCC1CCCCC1	8%	4%	9	3%	1%	0%	-19%
Cc1nnc(NC(=O)c2ccc(-c3ccc([N+](=O)[O-])cc3)o2)s1	2%	?	-2	?	0%	6%	-26%
CCOc1ccc(CCNC(=O)CCCc2cc(-c3ccc(OCC)cc3)on2)cc1	·	1%	-19	8%	-1%	·	·
COc1ccc(-c2c(C)[nH]n3c(=O)c(Cc4ccccc4)c(C)nc23)cc1OC	44%[activator]	-1%	-24	1%	-6%	0%	46%
CC1(C)Cc2c(C#N)c(SCC(=O)c3ccccc3)nc(N3CCOCC3)c2CS1	-18%	?	18	-21%	6%	0%	-1%
Cc1[nH]c2ccccc2c1C(=O)CN1CCN(c2ccc(Cl)cc2)CC1	-3%	-3%	-13	-20%	-6%	4%	-20%
CCC(=O)Oc1ccc(C2Nc3ccccc3-c3nnc(SC)nc3O2)cc1 (stereo not drawn)	·	0%	-5	2%	-1%	·	·
O=C(CC[C@H]1O[C@@H](n2ccc(=O)[nH]c2=O)[C@H](O)[C@@H]1O)NCC1CCCO1 (stereo partly drawn)	-1%	·	7	·	3%	·	·
COC1=CC2C3Cc4ccc(OC)c(O)c4C2(CCN3C)CC1=O (stereo not drawn)	-3%	2%	0	-20%	-5%	·	-19%

More records follow.
SMILES	AMA1-RON2 inh	AmpC detergent	HCMV antiviral	Sm TGR inh	Tb PYK inh	LmPK inhibitor	AmpC inh no detg
COc1ccc(OC)c(NC(=O)c2cc(-c3ccc(Cl)s3)nc3ccccc23)c1	·	3%	-9	1%	0%	·	·
COc1ccc(CCC(=O)NCc2ccc3c(c2)CCN3C(=O)c2ccccc2)cc1	·	-5%	-36	-1%	0%	·	·
Fc1ccccc1-c1n[nH]c(=S)n1/N=C/c1c[nH]c2ccccc12	52%[activator]	-3%	-39	0%	?	10µM*	-60%
COc1ccc2nc3oc(C(=O)N4CCC5(CC4)OCCO5)cc3cc2c1	0%	?	8	3%	1%	-4%	22%
CNC(=O)C(=O)Nc1cc2c3c(c1)CCN3C(=O)CC2	34%[activator]	?	17	-4%	10%	-5%	-32%
O=C(NCc1ccccc1)C1CCN(S(=O)(=O)N2CCCCCC2)CC1	3%	-3%	7	2%	-3%	4%	8%
CCC(NC(=O)c1oc2ccccc2c1COC)c1ccc(OC)cc1 (stereo not drawn)	-4%	5%	-29	2%	3%	0%	23%
CC1CN(c2nc3ccccc3nc2SCC(=O)Nc2ccc(F)cc2)CC(C)O1 (stereo not drawn)	22%	-14%	-13	-13%	-1%	0%	66%[activator]
Cc1ccc(NC(=O)Cn2c(=O)n(Cc3ccco3)c(=O)c3ccccc32)c(C)c1	-12%	27%&-5%	-14&-28	-1%&-21%	-1%&-2%	5%	-15%
O=S(=O)(c1cccc(-c2cn3ccccc3n2)c1)N1CCCC1	-2%	4%	-34	-14%	-1%	0%	-9%
OCC1(CCCc2ccccc2)CCN(Cc2cnc(N3CCOCC3)s2)CC1	-17%	1%	-11	-11%	1%	4%	55%
CC(=O)C1=C(O)C(=O)N(CCC(=O)O)C1c1ccccc1Cl (stereo not drawn)	-2%	-8%	-14	-8%	-3%	-1%	-15%
COc1ccc(F)cc1S(=O)(=O)n1cnc2ccccc21	8%	-13%	9	2%	-2%	0%	-13%
Cn1ccnc1SC(C(=O)O)c1ccccc1 (stereo not drawn)	-15%	?	14	3%	2%	-4%	-16%
O=C(NNC(=O)c1cccs1)c1ccc(Cl)cc1	-3%	-3%	2	0%	-4%	-3%	-11%
Cn1c(N2CCCC2)nc2c1c(=O)[nH]c(=O)n2C	0%	7%	26	-2%	-5%	-9%	-3%
c1ccc(Oc2c3ccccc3nc3ccccc23)cc1	0%	-9%	·	5µM*	-1%	2%	-21%
N#Cc1ccccc1CN1C(=O)S/C(=C/c2cccn2-c2cccc(C(=O)O)c2)C1=O	-13%	-12%	32	-2%	-5%	2%	-34%
COc1ccc(CCNC(=O)NCc2noc3ccc(C)cc23)c(OC)c1	·	3%	-19	-8%	0%	·	·
COc1cccc2c(=O)cc(C)n(CC(=O)Nc3cccc(C)c3)c12	-1%	-15%	?	0%	1%	-2%	124%[activator]
CCc1cc(C(=O)N2CCN(S(=O)(=O)c3ccccc3F)CC2)sc1C	0%	5%	0	5%	0%	·	-6%
COc1ccc(-c2nn(-c3ccccc3)cc2C(=O)NC(=S)N2CCOCC2)cc1OC	90%[activator]	0%	-96*	2%	-22%	·	-16%
CCc1ccc(CNC(=O)CCN2C(=O)COc3ccccc32)cc1	·	-6%	-29	7%	0%	·	·
O=c1cnnc(NCc2ccccc2)[nH]1	-12%	4%	39	9%	-3%	-11%	-19%
O=C(c1ccccc1)c1ccc2nc(Nc3ccccc3Cl)c3nncn3c2c1	·	-3%	-6	0%	1%	·	·
O/N=C1/CCCSc2ccccc21	0%	-9%	21	1%	-18%	-1%	-13%
Cc1ccc(-c2[nH]c3c(c2-c2c(-n4cccc4)n(C)c(=O)[nH]c2=O)c(=O)[nH]c(=O)n3C)cc1	·	2%	-4	-7%	-8%	·	·
C/C(=N\NC(=O)c1cccnc1)c1ccc(Br)cc1	24%	3%	3	2%	-7%	-6%	0%
CCCCn1c(O)c(C(C)=Nc2ccc(OCC)cc2)c(=O)[nH]c1=O	-8%	-15%	-14	8%	2%	1%	-4%
Cc1cc(C)c(S(=O)(=O)NCCc2ccccc2)c(C)c1	17%	-6%	-38	1%[57.1 µM]	-14%	-8%	-19%
O=C(CN1CCN(c2ncccn2)CC1)Nc1ccccc1C(F)(F)F	-13%	-1%	-29	·	-7%	3%	107%[activator]
